# Tn6 DDE FP: inhibitors of Tn6 peptide binding to human fibrin DD(E). P02675. Fibrin DD(E) TRITC-Tn6 fluorescence polarization displacement. inhibition, % at 8.3 µM. 370,000 tested, 0.21% active;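 active = inhibition above a per-campaign cutoff: mean of compounds within control limits plus 3 SD, cut at about 15% in these data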;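 note: 0% = median of all compound wells on the plate and 100% = blocking peptide control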
# proKLK7 act: proKLK7 (human) activation, primary screen; 370,000 tested, 0.9% active; activation, % at 7 µM; purified proKLK7, EDANS-DABCYL substrate fluorescence; 100% is mature enzyme control, 0% vehicle;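 active = activation above the mean of all tested compounds plus 3 SD, computed per campaign excluding outliers beyond control limits, cut at about 13% in these data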
# GC-B act: GC-B (human) receptor activation; 370,000 tested, 0.11% active; HEK293-GC-B cells, CNP EC30, cGMP TR-FRET; 0% at EC30 CNP, 100% saturating CNP; AID 1920062; P20594; activation, % at 10 µM;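 active = activation at 10 µM reaching about 35% in either raw or pattern-adjusted values, limit read from the data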
# GC-A act: GC-A (human) enzyme activation | HEK293 GC-A cells, cGMP TR-FRET, EC30 ANP; 0% at EC30 ANP, 100% saturating ANP | activation, % at 10 µM | 370,000 tested, 0.14% active | AID 1671463; in the data active = activation above about 40%
# Target sequence (P16066 whole entry, looked up): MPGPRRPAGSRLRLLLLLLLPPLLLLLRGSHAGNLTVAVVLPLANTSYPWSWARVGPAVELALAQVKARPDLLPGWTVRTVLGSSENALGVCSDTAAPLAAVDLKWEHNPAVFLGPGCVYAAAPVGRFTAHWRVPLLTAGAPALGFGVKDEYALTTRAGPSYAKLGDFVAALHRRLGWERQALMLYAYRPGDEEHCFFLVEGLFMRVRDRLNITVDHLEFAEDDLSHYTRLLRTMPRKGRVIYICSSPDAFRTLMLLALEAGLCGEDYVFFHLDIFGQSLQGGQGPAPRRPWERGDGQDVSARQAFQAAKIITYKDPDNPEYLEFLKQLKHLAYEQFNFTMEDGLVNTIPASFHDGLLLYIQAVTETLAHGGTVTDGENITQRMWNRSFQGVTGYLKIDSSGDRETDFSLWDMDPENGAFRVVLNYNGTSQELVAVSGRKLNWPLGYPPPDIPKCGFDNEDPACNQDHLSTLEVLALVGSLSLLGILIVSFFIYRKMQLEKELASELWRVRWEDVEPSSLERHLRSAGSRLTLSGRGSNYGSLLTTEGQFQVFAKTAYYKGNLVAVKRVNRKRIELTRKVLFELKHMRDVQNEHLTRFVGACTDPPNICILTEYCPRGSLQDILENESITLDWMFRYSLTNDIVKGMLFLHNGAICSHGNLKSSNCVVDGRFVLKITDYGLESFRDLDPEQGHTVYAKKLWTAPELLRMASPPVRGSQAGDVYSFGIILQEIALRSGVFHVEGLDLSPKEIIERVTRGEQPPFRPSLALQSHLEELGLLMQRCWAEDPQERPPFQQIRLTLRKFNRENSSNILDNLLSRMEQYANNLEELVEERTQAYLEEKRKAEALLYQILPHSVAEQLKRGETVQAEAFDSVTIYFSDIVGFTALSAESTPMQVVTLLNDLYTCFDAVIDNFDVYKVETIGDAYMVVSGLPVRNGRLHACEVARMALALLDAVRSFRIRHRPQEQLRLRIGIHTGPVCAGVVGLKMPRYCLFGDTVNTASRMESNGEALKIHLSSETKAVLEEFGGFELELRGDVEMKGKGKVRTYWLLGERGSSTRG
# FXN GAA850 act: activators of GAA850 frataxin (FXN) promoter; activation, % at 6 µM; 360,000 tested, 0.56% active; HEK293 lucGAA850 FXN promoter luciferase reporter, 24 h; percent of 10 µM SAHA response;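 active = activation above the average of all compounds screened plus 3 SD, cutoff fixed separately per campaign, cut at about 7.5% in these data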;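 note: 0% = DMSO wells and 100% = 10 µM SAHA wells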
# rCAG RNA binder: molecules binding r(CAG) RNA repeats; r(CAG) RNA repeat, TO-PRO-1 dye displacement fluorescence; inhibition, % at 3 µM; 370,000 tested, 1.3% active;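 active = inhibition above the plate cutoff, the mean of all test compounds on that plate plus 3 SD, cut at about 35% in these data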;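 note: 0% = DMSO alone and 100% = 100 µM mitoxantrone as full dye displacement; higher means more dye released from RNA so lower well fluorescence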
# ARFGAP1 inhibitor: rat ARFGAP1 inhibition; Q62848; Arfgap1-stimulated ARF1 GTP hydrolysis, GDP FP detection; inhibition, % at 16.5 µM; 360,000 tested, 0.26% active; AID 651572;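 active = inhibition above a per-plate limit, mean inhibition of low control wells plus 3 SD, cut at about 25% in these data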;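 note: 0% = DMSO wells with enzyme and 100% = wells lacking Arfgap1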
#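 System: truncated rat Arfgap1 GAP domain / Medium: HEPES-based buffer, pH 7.5 / Also added: N-terminally truncated human ARF1-GTP substrate / Incubation: enzyme reaction 120 min at 25 °C after 20 min preincubation / Measured by: FP of antibody-bound GDP Alexa 633 tracer, ex 620/em 688 nm / Replicates: singlicate, each compound tested once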
# ADAM10 inh: inhibits human ADAM10; O14672; recombinant ADAM10, EDANS/DABCYL FRET peptide cleavage, 3 h; inhibition, % at 7 µM; 370,000 tested, 0.62% active;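 active = inhibition above a per-campaign cutoff equal to the mean of compounds falling between control-based bounds plus 3 SD, cut at about 20% in these data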;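 note: 0% = DMSO wells while the 100% control is not disclosed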
# sPLA2-III inh: Inhibits HGIII-sPLA2 liposome hydrolysis, primary screen; Q9NZ20; inhibition, % at 12.2 µM; QFRET BODIPY PC-A2 liposome hydrolysis, fluorescence; AID 743126; 370,000 tested, 0.56% active;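 active = inhibition above mean plus 3 SD of compounds lying within the high and low control bounds, cut at about 19% in these data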;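 note: 0% = median of test compound wells and 100% = no enzyme DMSO wells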
# ASAP1 GAP inh: inhibitors of human ASAP1 ArfGAP activity. Q9ULH1. ASAP1-stimulated ARF1 GTP hydrolysis, GDP FP detection. inhibition, % at 16.5 µM. 360,000 tested, 0.19% active. AID 624377; in the data active = inhibition above about 25%;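 note: 0% = vehicle with enzyme and substrate and 100% = no enzyme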
# The depositor's hits bear a star; i = inactive; . = not tested or not shown. Compounds were not picked by outcome, and some 4.5% of all compounds hit somewhere here.
SMILES,Tn6 DDE FP,proKLK7 act,GC-B act,GC-A act,FXN GAA850 act,rCAG RNA binder,ARFGAP1 inhibitor,ADAM10 inh,sPLA2-III inh,ASAP1 GAP inh
O=C(NN(C(=O)C1CC1)c1nc2ccccc2s1)C1CC1,4,-0.7,4,3,-1.7,1,-12,3,-1,4
CCSc1nnc(SCC(=O)N2CCN(C(=O)c3ccco3)CC2)s1,-3,-0.3,0,0,1.1,1,9,1,-3,3
CCOC(=O)Cc1cc(=O)n2[nH]c(C)c(C#N)c2n1,7,0.5,-3,-3,0.4,-2,-1,-13,3,8
O=C1OC(c2cccs2)=N/C1=C\c1ccc(-c2ccccc2Cl)o1,-1,0.3,-1,16,0.2,40*,-13,-1,-15,2
Cc1ccccc1Cn1cc(S(=O)(=O)CC(=O)N2CCCCC2)c2ccccc21,-6,-0.6,-1,-5,-0.2,2,0,13,1,-8
C/C(=C\COc1cc(=O)[nH]c2ccccc12)CCC(O)C(C)(C)O (configuration not stated),4,0.2,-3,-4,-1.7,-4,12,-30,8,-7
COc1ccccc1Cc1c(-c2ccccc2)nc2cc(C)c(Br)c(C)n12,2,-0.6,-1,-5,.,7,4,-8,6,5
COCc1nnc(NC(=O)C2CCN(C(=O)c3ccco3)CC2)s1,-6,-0.4,4,-2,-1.5,1,-14,-6,-3,-3
COc1ccc(/C=N/NC(=O)c2cccc3ccccc23)c(OC)c1OC,4,0.1,-6,0,-5.0,0,6,5,2,-14
Cc1ccc2oc(=O)c3cc(C(=O)NCCCN4CCCC(C)C4)sc3c2c1 (configuration not stated),3,0.1,-5,0,-1.5,13,16,-108,-5,8
COc1ccc(C2(c3ccc(OC)cc3)NC(=O)N(CC(=O)Nc3ccc(C(N)=O)cc3)C2=O)cc1,-1,0.0,5,0,-2.2,17,6,-2,-17,3
O=C(O)CC(Cc1ccccc1)C(=O)NCC12CC3CC(CC(C3)C1)C2 (configuration not stated),1,0.1,4,2,1.1,6,5,2,3,-6
Cc1cc(/C=N/NC(=O)C(=O)N2CCCC2)c(C)n1-c1cccc(Br)c1,7,-1.3,-9,7,0.4,5,2,-6,0,-3
O=C(OCC(=O)N1CCc2ccccc21)c1n[nH]c(=O)c2ccccc12,6,0.2,-3,2,0.0,2,11,-3,-2,-10
Cc1cccc(CCNC(=O)CCCOc2cc(=O)n(C)c3ccccc23)c1,3,0.3,-7,-9,1.4,-7,-2,-5,3,-3
CN(CC(=O)Nc1ccc(F)cc1)C(=O)CSc1ccc2c(c1)OCCO2,4,0.3,0,0,1.2,12,-2,-6,4,0
COc1ccc(N2C(=O)c3[nH]nc(-c4ccccc4)c3C2c2ccc(Br)cc2)cc1 (configuration not stated),-8,0.4,1,-3,.,8,4,5,-12,0
S=C(NCc1cccnc1)Nc1cccc2ccccc12,-1,-0.1,6,4,0.1,1,4,1,8,-2
O=C(CCc1nnc(CCCc2ccccc2)o1)NCCc1ccccc1,1,0.5,-5,-5,0.2,1,-2,5,-7,-16
COc1ccccc1C(O)c1ncc(-c2cccc(C(F)(F)F)c2)[nH]1 (configuration not stated),11,0.9,-6,1,-1.0,-1,7,-7,-2,10
COC(=O)[C@]12CCCCC=C1N(CCc1ccc(OC)c(OC)c1)C(=O)[C@H](CC(=O)NCCCCc1ccccc1)C2,5,0.5,-9,-6,.,4,-4,5,-13,1
CCCN1C(=O)c2ccc(C(=O)NCc3ccco3)cc2C1=O,3,0.5,0,1,-0.6,9,-2,-2,0,13
COc1ccc(CC(=O)OCC(=O)N2N=C(c3ccccc3)CC2c2ccc(OC)cc2)cc1 (configuration not stated),-4,0.1,10,-1,0.8,6,1,15,-9,5
CC(=O)c1cc2ccccc2oc1=O,-6,0.5,-7,2,0.3,0,-6,-28,19,-7
Cc1cc(C)n(CCNCc2c(C(=O)N3C[C@@H](C)O[C@@H](C)C3)nc3ccc(Cl)cn23)n1,-2,1.0,-3,0,4.0,-2,-5,3,1,-12

# Some of these compounds in order of SMILES length, highest first:
SMILES,Tn6 DDE FP,proKLK7 act,GC-B act,GC-A act,FXN GAA850 act,rCAG RNA binder,ARFGAP1 inhibitor,ADAM10 inh,sPLA2-III inh,ASAP1 GAP inh
COc1ccc(C2(c3ccc(OC)cc3)NC(=O)N(CC(=O)Nc3ccc(C(N)=O)cc3)C2=O)cc1,-1,0.0,5,0,-2.2,17,6,-2,-17,3
COc1ccc(N2C(=O)c3[nH]nc(-c4ccccc4)c3C2c2ccc(Br)cc2)cc1 (configuration not stated),-8,0.4,1,-3,.,8,4,5,-12,0
O=C(NN(C(=O)C1CC1)c1nc2ccccc2s1)C1CC1,4,-0.7,4,3,-1.7,1,-12,3,-1,4
CC(=O)c1cc2ccccc2oc1=O,-6,0.5,-7,2,0.3,0,-6,-28,19,-7

# The list continues:
SMILES,Tn6 DDE FP,proKLK7 act,GC-B act,GC-A act,FXN GAA850 act,rCAG RNA binder,ARFGAP1 inhibitor,ADAM10 inh,sPLA2-III inh,ASAP1 GAP inh
CC1CCCN(C2(O)C(=O)Nc3ccc([N+](=O)[O-])cc32)C1 (configuration not stated),-2,0.7,-1,2,3.3,-3,1,8,-9,2
COc1ccc(C(=O)O)cc1S(=O)(=O)NCc1cccnc1,0,-0.2,3,3,-0.1,0,4,-6,0,-2
CCC(NC(=O)Nc1nnc(C(F)(F)F)s1)(C(F)(F)F)C(F)(F)F,-5,-0.6,24,1,-9.8,3,7,5,-10,16
Cc1c(NC(=O)c2ccc(NS(=O)(=O)c3cccc([N+](=O)[O-])c3)cc2)c(=O)n(-c2ccccc2)n1C,-7,0.3,-3,-2,1.6,9,6,-14,14,2
CC1=NN(C(N)=S)C(=O)C1N=Nc1ccccc1[N+](=O)[O-] (configuration not stated),0,-0.3,-3,0,0.5,3,5,1,7,-10
Cc1cccnc1NC(=O)Nc1ccc(F)cc1,9,0.2,-1,10,2.6,2,1,2,-2,2
Cc1cc(NC(=O)CN2CCCCC2)n(-c2ccccc2)n1,5,0.6,3,0,3.7,-2,3,0,-1,8
Cc1ccc(NC(=O)CSCC(=O)Nc2ccc(N3CCOCC3)c(Cl)c2)cc1,1,0.2,-10,2,-2.7,1,-3,1,-16,6
CCOc1ccc(N=C(/C(C(=O)C(=O)N2CCOCC2)=C(\O)c2ccccc2)c2ccccc2)cc1,-3,0.2,-1,4,7.5,5,-11,5,-7,-8
O=C(Cc1c(O)c2ccccc2oc1=O)c1ccc(C(F)(F)F)cc1,-7,0.1,-1,-3,-0.8,2,1,-1,3,-2
Cc1ccc(SC(C)C(=O)Nc2ccncc2)cc1 (configuration not stated),2,0.3,0,-1,-2.1,-1,5,1,2,-17
CCCCc1ccc2nc(NC(=O)c3cccs3)sc2c1,4,.,-16,-9,.,.,.,-132,-29,.
CCOc1ccccc1NC(=O)c1cccc(S(=O)(=O)N(Cc2ccccc2)c2ccccc2OC)c1,6,-5.0,1,1,-0.6,12,-17,10,0,9
Cc1c(OC(C)C(=O)NCCCN2CCOCC2)ccc2c3c(c(=O)oc12)CCC3 (configuration not stated),0,-4.2,-3,-2,1.7,-9,-11,-85,5,5
COc1ccc(/C=C/C(=O)NCc2c(C)nn(C)c2C)cc1COc1ccc(Br)cc1,0,0.3,7,2,0.6,9,5,7,-22,16
CCCCOc1ccc(S(=O)(=O)NC(=O)C2(C)CCN2C(=O)Cc2cccs2)cc1 (configuration not stated),1,0.4,-6,-2,0.8,27,6,-5,87*,4
COc1cccc(OC)c1C(=O)NC(=O)Oc1c(F)cccc1F,-1,-0.9,11,1,-0.7,-4,3,-8,11,15
COCCNC(=O)/C(C#N)=C/c1c(N2CCN(C)CC2)nc2ccccn2c1=O,7,9.8,1,2,0.7,7,-3,i,-2,-3
COc1ccc(C(C[N+](=O)[O-])c2c(-c3ccccc3)cc3ccccn23)c(OC)c1 (configuration not stated),4,0.6,-16,-21,-4.0,13,-5,-14,-8,10
O=C(Nc1ccccc1)c1cc(C2COCCN2C(=O)c2cccs2)on1 (configuration not stated),-5,0.2,7,7,-1.3,-1,-8,-21,14,0
COc1cc(C2(c3ccc(O)c(OC)c3)C(=O)N(C)c3ccc(C)cc32)ccc1O,-1,0.2,-9,-16,1.1,-3,-4,16,-34,8
O=C(COC(=O)CCc1c[nH]c2ccccc12)NCc1ccccc1,6,0.3,5,-1,2.2,-1,-23,8,-66,-4
O=C(O)c1cccc(N2C(=O)C3C4C=CC(C4=C(c4ccccc4)c4ccccc4)C3C2=O)c1 (configuration not stated),-2,-0.4,3,-4,2.1,35*,-5,0,-38,-1
COC(=O)CNC(=O)COC(=O)c1cc(Cl)cc(Cl)c1N,-2,15*,-6,-4,1.7,1,-2,i,2,11
O=C(CCN1C(=O)/C(=C\C=C\c2ccccc2)SC1=S)Nc1cccc(C(=O)O)c1,-9,0.3,-1,-2,2.9,86*,4,-4,-25,5
# (list continues)
SMILES,Tn6 DDE FP,proKLK7 act,GC-B act,GC-A act,FXN GAA850 act,rCAG RNA binder,ARFGAP1 inhibitor,ADAM10 inh,sPLA2-III inh,ASAP1 GAP inh
COc1ccc(CNC(=O)C2CCC(CNC(=O)[C@@H]3Cc4ccccc4CN3)CC2)cc1 (some centres not stated),9,0.4,2,-2,-0.5,-7,2,1,4,0
COC(=O)c1ccccc1NC(=O)NC1CC1,-6,0.2,1,5,1.6,-2,8,3,0,-4
CCc1cc2c(=O)c(-c3nc4ccccc4n3C)c(C)oc2c(CN2CCN(CCO)CC2)c1O,3,10,-1,-2,0.9,-3,2,-209,-4,-13
Cc1ccc(-c2noc(CCCC(=O)Nc3cccnc3)n2)cc1,-11,0.2,-2,-3,-13,9,6,1,-9,4
Cc1ccc(-c2csc(NCCn3c(C(F)(F)F)nc4ccccc43)n2)cc1,0,-0.1,-21,-16,-0.6,2,15,11,4,-13
CCCS(=O)(=O)N1CCCC(C(=O)NCCCN2CCCC2=O)C1 (configuration not stated),4,-1.0,0,-2,0.8,3,-10,-12,6,7
COc1ccc(N2CCN(C(=O)Cn3nnc(-c4ccccc4N)n3)CC2)cc1,4,-0.1,4,-1,-2.2,-6,-3,4,-4,-6
O=C(COC(=O)c1ccc([N+](=O)[O-])cc1Cl)Nc1cccnc1Cl,-1,0.1,-3,2,0.6,0,-2,2,4,-23
CCOc1ccc(CCNC(=O)C2CCN(c3nn4c(=O)cc(C)nc4s3)CC2)cc1OCC,10,-0.3,-11,-2,-1.0,-1,2,-6,5,-2
CCc1ccc(C2CC3C(CN2S(=O)(=O)c2ccc(C)cc2)C(=O)CC(c2ccc(CC)cc2)N3S(=O)(=O)c2ccc(C)cc2)cc1 (configuration not stated),2,-0.4,-8,4,.,8,-11,-4,-3,-1
O=C1NC(Cc2ccccc2)C(=O)Nc2ccc(Br)cc21 (configuration not stated),0,0.2,-6,-8,0.0,-1,-5,-4,-9,4
CCOC(=O)C1(C/C(C)=N/NC(N)=O)CC(C)(C)OC1=O (configuration not stated),3,1.8,1,-4,-1.5,-3,-3,-11,12,-6
COc1cc(O)c(C(CC(=O)N2CCN(c3ccccc3)CC2)c2ccc(N(C)C)cc2)c(OC)c1 (configuration not stated),-2,0.8,-2,-6,-5.0,13,13,-4,5,4
Cc1cccc(NC(=O)c2ccccc2-c2ccccc2)c1,1,0.7,-6,-4,1.8,-3,-12,0,-2,-1

# Compound activity as filed in PubChem BioAssay.
